# Screening results from PubChem BioAssay.
# Pol eta inh = inhibitors of human DNA polymerase eta; Q9Y253; recombinant Pol eta, fluorescent DNA replication assay; Potency, µM (titrated, usually from 114 µM), inactives show at the top dose activity change, negative = inhibition, hits mostly inhibitors; actives 1.2% (n = 390,000); AID 588591; further: potency means the concentration at half of the fitted maximal effect; on the % scale 0 is the no-effect control and ±100 the full control effect
# Target sequence (Q9Y253 whole entry, looked up): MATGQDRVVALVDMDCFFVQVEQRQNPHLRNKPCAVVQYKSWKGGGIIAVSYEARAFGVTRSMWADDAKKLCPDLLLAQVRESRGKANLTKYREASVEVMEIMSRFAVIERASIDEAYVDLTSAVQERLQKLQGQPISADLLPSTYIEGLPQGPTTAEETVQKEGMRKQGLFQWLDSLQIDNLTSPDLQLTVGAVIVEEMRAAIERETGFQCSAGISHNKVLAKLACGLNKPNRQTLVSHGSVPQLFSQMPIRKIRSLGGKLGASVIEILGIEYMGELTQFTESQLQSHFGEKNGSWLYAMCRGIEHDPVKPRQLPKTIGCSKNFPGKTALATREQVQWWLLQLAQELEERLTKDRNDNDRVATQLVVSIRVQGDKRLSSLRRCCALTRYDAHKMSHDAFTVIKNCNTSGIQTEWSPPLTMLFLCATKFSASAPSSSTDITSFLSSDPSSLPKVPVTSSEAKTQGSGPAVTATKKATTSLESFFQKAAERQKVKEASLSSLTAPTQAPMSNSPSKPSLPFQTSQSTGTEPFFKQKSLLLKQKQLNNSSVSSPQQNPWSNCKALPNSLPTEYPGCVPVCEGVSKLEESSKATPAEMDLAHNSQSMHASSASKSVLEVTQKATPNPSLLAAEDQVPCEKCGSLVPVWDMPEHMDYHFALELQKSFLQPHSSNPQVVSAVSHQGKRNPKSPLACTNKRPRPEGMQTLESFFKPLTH
#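 Pol eta at 10 nM preincubated with compounds 15 min at room temperature; reaction started with fluorescent substrate (50 nM final) and read kinetically at 0 and 10 min.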
# RGS4 inhibitor = blocks human RGS4-accelerated GTP hydrolysis; Transcreener GDP fluorescence polarization, RGS4-accelerated GTP hydrolysis; Potency, µM (series often up to 114 µM), for the others: top-dose activity change, negative = inhibition, hits mostly inhibitors; actives 0.039% (n = 390,000); AID 504845; further: potency means the concentration at half of the fitted maximal effect; on the % scale 0 is the no-effect control and ±100 the full control effect; nearly all actives have a fitted effect of over 75% in size; some results filed as inactive show a strong effect at the top dose
#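 MLSMR compounds (23 nl, pin-transferred) preincubated 10 min at room temperature with a 500nM (2x) first reagent, then RGS4 at 900nM (2x) plus Transcreener GDP mix added; fluorescence polarization (620/688 nm) read before and after 90 min at 30 °C.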
# POLB inh = blocks human DNA polymerase beta activity | actives 1.3% (n = 340,000) | P06746 | Pol beta primer extension/strand displacement, fluorescence kinetic | Potency, µM (titrated, usually from 114 µM), for inactives: at the top dose activity change, negative = inhibition, usual class: inhibitors; further: potency means the concentration at half of the fitted maximal effect; on the % scale 0 is the no-effect control and ±100 the full control effect
#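 Curves were derived by four-parameter Hill fits of normalized qHTS data. The kinetic fluorescent primer-extension read was taken at 0 and 10 min after 50 nM substrate, following a 15 min room-temperature preincubation of 10 nM enzyme with compounds.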
# POLK inh = inhibitors of human DNA polymerase kappa; purified Pol kappa, fluorescent DNA synthesis assay, 10 min; Potency, µM (titrated, usually from 107 µM), for the others: at the top dose activity, negative = inhibition, hits mostly inhibitors; actives 0.53% (n = 400,000); AID 588579; further: potency means the concentration at half of the fitted maximal effect; on the % scale 0 is the no-effect control and ±100 the full control effect
#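 10 nM Pol kappa preincubated 15 min at room temperature with compounds, then reaction started with substrate at 50 nM final. Fluorescence read kinetically at 0 and 10 min; buffer-only wells served as negative control.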
# Anesthetic bind = binds horse apoferritin like a general anesthetic. apoferritin/1-aminoanthracene competitive binding, fluorescence. Potency, µM (series often up to 77.5 µM), without a hit: top-dose activity change, negative = displacement, most hits filed as inhibitors. P02791. actives 0.074% (n = 350,000); further: potency means the concentration at half of the fitted maximal effect; on the % scale 0 is the no-effect control and ±100 the full control effect; nearly all actives have a fitted effect of over 20% in size
#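 Horse-spleen apoferritin (10 uM) was mixed with 50% saturated 1-aminoanthracene in PBS, exposed to compounds for 10 min at room temperature, and read for fluorescence (ex 380 nm, em 535 nm). Competitive displacement was fitted with a four-parameter Hill equation.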
# ERG-DNA inh = blocks human ERG Ets domain binding to DNA. P11308. fluorescence polarization, His-ERG Ets domain / labelled DNA. Potency, µM (series often up to 76.9 µM), without a hit: at the highest dose FP activity, negative = inhibition, hits mostly inhibitors. actives 0.028% (n = 370,000). AID 624246; active means well fitted inhibition curve with a large enough effect in the polarisation, with a control signal flat; inconclusive means small, poorly fitted or top-dose-only effect, or effect the other way, or a change in a side signal; inactive means no such curve, though single readings can be large or run the other way; the % refers to the polarisation;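 further: polarization taken with two DNA probes labelled with fluorescein and Texas red; potency means the concentration at half of the fitted maximal effect; % of control where 0% means no effect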
#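 His-tagged ERG Ets domain (1 uM in the protein solution; 300mM KCl, 50mM Tris-HCl, 1mM EDTA, 1mM DTT, pH 7.5) received compound, then a probe mix of 5 nM fluorescein-DNA and 100nM Texas-615-DNA. Fluorescence polarization was read for both dyes.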
# LDHA block = inhibitors of human lactate dehydrogenase A | purified LDHA, NADH/diaphorase-resazurin fluorescence; active compounds read low | activity change, % (values are at about 110 or 230 µM) | P00338 | AID 1347041 | actives 0.15% (n = 480,000); in the data active means activity change below about -30%; inconclusive means mostly about -25% to -30%;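 further: plate controls were DMSO wells for no effect and wells without enzyme for full effect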
#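 Human LDH5 (2 nM) was incubated with 0.06 mM NADH and 0.2 mM pyruvate for 5 min at room temperature in Tris pH 7.4. Remaining NADH was coupled through diaphorase/resazurin, and resorufin fluorescence was read at 0 and 20 min.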
# APE1 inh = inhibitors of human APE1 endonuclease; Potency, µM (series often up to 65.8 µM), inactives show at the top dose activity change, negative = inhibition, most hits filed as inhibitors; actives 0.35% (n = 350,000); recombinant APE1, TAMRA/BHQ-2 abasic DNA cleavage fluorescence; P27695;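 further: potency means the concentration at half of the fitted maximal effect; plate controls were vehicle for no effect and reference inhibitor for full effect; nearly all actives have a fitted effect of over 55% in size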
# Target sequence (P27695 whole entry, looked up): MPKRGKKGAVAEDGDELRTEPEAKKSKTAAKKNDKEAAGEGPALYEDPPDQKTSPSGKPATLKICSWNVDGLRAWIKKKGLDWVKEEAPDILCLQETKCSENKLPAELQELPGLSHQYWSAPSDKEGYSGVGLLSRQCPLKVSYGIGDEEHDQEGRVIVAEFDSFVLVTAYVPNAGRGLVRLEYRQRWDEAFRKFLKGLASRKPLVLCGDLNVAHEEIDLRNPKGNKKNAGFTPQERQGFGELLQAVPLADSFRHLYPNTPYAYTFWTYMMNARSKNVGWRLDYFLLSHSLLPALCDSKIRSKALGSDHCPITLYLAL
#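 Incision of a quenched TAMRA/BHQ-2 THF abasic-site duplex (50 nM) by 0.75 nM APE1, after 15 min compound preincubation, measured as fluorescence increase over three 60 s reads. Values normalized to buffer, DMSO and NSC13755 control wells.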
# 12-LOX inh = ALOX12 (human) lipoxygenase inhibition; actives 1.1% (n = 580,000); P18054; AID 1671190; Potency, µM (top dose mostly 108 µM), inactives show at the highest dose activity change, negative = inhibition, hits mostly inhibitors; purified 12hLO, xylenol orange hydroperoxide absorbance; further: potency means the concentration at half of the fitted maximal effect; on the % scale 0 is the no-effect control and ±100 the full control effect
#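 Purified human 12hLO at 150 nM in 25 mM Hepes, 0.01% Triton X-100, pH 7.0, preincubated 15 min at room temperature with compound. Reaction started with 40 uM arachidonic acid, 30 min at room temperature. Hydroperoxide measured by Fe-xylenol orange, 573/405 nm absorbance ratio.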
# Starred values were filed as active, the others as inactive; ? = inconclusive; · = not tested or not shown; & = joins results of further samples; [ ] = another dose, or the depositor's remark. Unless noted, the call rests on the fitted dose curve; in most records, active means well fitted curve in the direction sought with a large enough effect; inconclusive means small, poorly fitted or top-dose-only effect, or another doubt; inactive means no such curve, though single readings can be large; an effect the other way counts as inactive or inconclusive.
SMILES,Pol eta inh,RGS4 inhibitor,POLB inh,POLK inh,Anesthetic bind,ERG-DNA inh,LDHA block,APE1 inh,12-LOX inh
O=C(/C=C/c1ccc(Cl)cc1)Nc1ccc(N2CCOCC2)cc1,-12%,?,23%,3%,-3%,-2%,4,3%,-11%
COc1cc2c(c3ccccc13)CCCC2=O,-17%,-27%,·,2%,·,·,1,·,-4%
CCOC(=O)c1sc2ncn(/N=C/c3ccc(O)c(OC)c3)c(=O)c2c1C,-3%,-25%,?,9%,-10%,15%,0,-7%,211%[activator]
COc1ccc(C2=NN(C(C)=O)CC2c2cccc([N+](=O)[O-])c2)cc1 (centres undefined),-5%,3%,5%,2%,-23%,-13%,-4,26%,-1%
COc1ccc(NC(=O)CSc2cn(CCNC(=O)c3c(F)cccc3F)c3ccccc23)cc1,-8%,-3%,4%,-15%,40%[activator],-4%,-5,·,-17%
COc1ccc(CCNc2nc3cc(OC)c(OC)cc3c3nc(-c4ccccc4)nn23)cc1OC,-15%,18%,-1%,1%,12%,0%,-3,·,-6%
CCCOC1CCCN(C(=O)c2cc(COc3cncc(Cl)c3)on2)C1 (centres undefined),-19%,-13%,12%,6%,?,-7%,-3,3%,235%[activator]
CCC(C)Nc1nc(N)c([N+](=O)[O-])c(NCCO)n1 (centres undefined),-19%,11%,3%,9%,-2%,13%,-1,0%,0%
Cc1c[nH]c2cccc(OCC(CNC(C)(C)C)OC(=O)c3ccccc3)c12 (centres undefined),-9%,-2%,-24%,-14%,-1%,6%,1,-1%,?
O=C(CCCNC(=O)c1ccc(Cl)cc1)Nc1ncccc1O,-1%,12%,12%,-18%,-8%,1%,0,9%,-9%
Cc1cc(-c2ccc(C)c(S(=O)(=O)Nc3ccc(C)c(N(C)C)c3)c2)on1,-5%,10%,-21%,-16%,-4%,-2%,-1,·,-17%
OCCC1CN(Cc2ccc3c(c2)CCO3)CCN1C1CCCC1 (centres undefined),-14%,-5%,?,-16%,-2%,-3%,-2,0%,-2%
O=C(Nc1cccc(Br)c1)c1cc(S(=O)(=O)N2CCOCC2)cs1,-28%,-3%,36%,-2%,1%,9%,-3,6%,3%
Cc1onc(C(=O)Nc2cccnc2Cl)c1[N+](=O)[O-],-5%,7%,3%,4%,-2%,0%,0,-5%,1%
O=C(c1ccco1)N1CCN(c2ccc([N+](=O)[O-])cc2Cl)CC1,14%,5%[11.4 µM],1%,-13%,-12%,2%,-15,14%,-7%
COc1ccc(CN(C)C2c3ccccc3-c3ccccc32)cc1,-29%,10%,-1%[57.1 µM],-9%,-1%,-1%,-6,-2%,-26%
Cc1cccc(-c2noc(-c3ccoc3C)n2)c1,-21%,9%,47%,-3%,-9%,-9%,1,-2%,-4%
COc1ccccc1-c1ccc(/C=C2\C=CC(=O)O2)o1,25µM*,?,-100%,35µM*,-3%,13%,10,?,?
COCCCNC(=O)c1cccc(NC(=O)c2ccccc2)c1,-4%,8%,-8%,-11%,-8%,-9%,-5,4%,0%
O=C(N/N=C/c1ccoc1)c1cccc(OC(F)(F)C(F)F)c1,-4%,38%,·,-7%,·,2%,-9,·,-9%
COc1cccc(-c2nc3ccccc3c(=O)o2)c1,-7%,3%,33%,-12%,-1%,-1%,10&-19,3%,-3%&2%
Cc1cc(Cl)ccc1OCC(=O)NNC(=O)C1CCCO1 (centres undefined),-7%,3%,13%,-5%,-4%,-3%,-4,-1%,?
CC(C)(C)c1nnc(NS(=O)(=O)c2ccc(F)cc2)s1,-9%,-44%,·,19%,·,-9%,-1,·,?
CCOC(=O)c1cccc(NC(=O)Nc2ccc3c(c2)N(C)C(=O)c2ccccc2S3)c1,-4%,-12%,-17%,-13%,-11%,9%,-7,·,-17%
O=C(COc1ccc(Cl)cc1)N/N=C/CCc1ccccc1,-12%,1%,?,-5%,?,-4%,-9,2%,3%

# Marked active in Pol eta inh, among the entries above:
SMILES	Pol eta inh	RGS4 inhibitor	POLK inh	Anesthetic bind	ERG-DNA inh	LDHA block	12-LOX inh
COc1ccccc1-c1ccc(/C=C2\C=CC(=O)O2)o1	25µM*	?	35µM*	-3%	13%	10	?

# Carrying on.
SMILES,Pol eta inh,RGS4 inhibitor,POLB inh,POLK inh,Anesthetic bind,ERG-DNA inh,LDHA block,APE1 inh,12-LOX inh
O=C(/C=C/c1ccco1)Nc1cccc(S(=O)(=O)N2CCOCC2)c1,-6%,-20%,-8%,2%,-11%,0%,-5,-6%,-23%
Nn1c(SCC(=O)Nc2ccc(OC(F)F)cc2)nnc1-c1ccco1,-3%,-9%,·,-4%,·,9%,-9,-7%,-4%
CCOc1ccc(NC(=O)CCC(=O)NNC(=O)COc2ccc(C)cc2)cc1,-16%,-19%,?,-7%,1%,7%,6,1%,-2%
COc1ccc(C2(C(=O)Nc3ccccc3)CCOCC2)cc1,-21%,-26%,30%,-6%,-1%,9%,-6,4%,-5%
NC(=O)CN1C(=O)NC2(CCCc3ccccc32)C1=O (centres undefined),-5%,7%,35%,-11%,-5%,-19%,-3,19%,·
O=C1C(c2c(O)[nH]c3ccccc23)=Nc2ccccc21,1%,?,6%,-6%,-1%&-4%&-4%&-4%,-3%,-3,-5%&2%&-3%&1%,?
Cc1cccc(CNC(=O)c2ccc(N3Cc4ccccc4Oc4ncccc43)s2)c1,2%,-13%,2%,-1%,534%[activator],-7%,-3,·,3%
CC1CN(S(=O)(=O)c2ccc(C(=O)N3c4ccccc4CC3C)cc2)CC(C)O1 (centres undefined),-16%,-23%,·,-12%,·,-3%,1,25%,4%
Cc1cc(C)n2nc(SCC(=O)N(C)C3CCCCC3)nc2n1,-5%,-6%,·,-19%,·,12%,0,33%,-15%
CC1C2C(C)N(C)C(=O)N(C)C2N(C)C(=O)N1C (centres undefined),-2%,-4%,-3%,-12%,2%,-6%,-8,2%,-28%
CC(C)N(C)C(=O)CCc1nnc(CCc2c[nH]c3ccccc23)o1,-13%,-3%,80%,-2%,-10%,4%,-2,-2%,-3%
COc1ccc(C2CC(c3ccccc3)=NN2C(=O)CN2N=NC3C(=O)N(c4cccc(F)c4)C(=O)C32)cc1 (centres undefined),-14%,-18%,-5%,-5%,-4%,1%,-3,0%,0%
COc1ccc(C(=O)N2CCN=C2SC)cc1OC,-2%,31%,3%,-14%,-7%,-17%,0,-7%,-24%
COc1ccccc1NC(=O)C1=C(C)Nc2nc(SCc3cc(C)ccc3C)nn2C1c1ccccc1 (centres undefined),9%,-34%,-1%,-15%[60.1 µM],2%,-1%,-1,·,-29%
Cc1cc(NC(=O)COC(=O)COc2ccc3c4c(c(=O)oc3c2)CCC4)no1,-18%,16%,21%,-4%,?,-12%,4,-5%,14%
CC(C)(C)c1ccc(C(=S)N2CCN(c3ccccc3)CC2)cc1,-19%,?,3%,-3%,-3%,10%,0,-4%,11%
NC(=O)C1CCN(CCS(=O)(=O)c2ccc(Cl)cc2)CC1,-4%,11%,-1%,3%,44%[activator],-1%,-7,-1%,109%[activator]
CC(C)(C)C1CCC(=O)N(CCSc2ccccc2)CC1 (centres undefined),-8%,18%,17%,-8%&-20%,-22%,-3%,5,8%,-8%
CCN1CC=C2C(C1)C(c1ccc(Cl)s1)C(C#N)=C(N)C2(C#N)C#N (centres undefined),2%,-50%,-3%,-4%,-4%,?,11,-5%,?
CC12CCC(C(=O)Nc3ccccc3)(C/C1=N\O)C2(C)C (centres undefined),0%,16%,1%,-11%,-8%,-2%,-8,-8%,1%
O=[N+]([O-])c1ccc(NC2CCCC2)cc1,-18%,-2%,?,-8%,?,-4%,-4,1%,-6%
Cc1ccc(CN2CCN(Cc3nc(C(C)C)cs3)CC2CCO)cc1 (centres undefined),-13%,-9%,19%,10%,-10%,0%,1,-4%,0%
Cc1cccc(NC(=O)Nc2cccnc2)c1C,-7%,5%,1%,3%,-2%,-10%,-6,7%,0%
Cc1c(NC(=O)COc2c(F)c(F)c(F)c(F)c2F)c(=O)n(-c2ccccc2)n1C,-18%,-29%,-1%,-1%,0%,-8%,-2,53%,5%
N#C/C(=C\c1ccccc1)c1nc(-c2cc3cc(Br)ccc3oc2=O)cs1,-1%,-1%,0%,-1%,3%,3%,-3,·,-14%
Cc1ccnn1-c1ccc(C(=O)NCc2ccccc2CN2CCOCC2)cc1,-6%,1%,·,-2%,·,-24%,-6,-5%,1%
O=C(O)c1cccc2c1C(=O)c1ccc(-c3ccc(F)cc3F)cc1S2(=O)=O,-5%,-7%,·,-13%,·,-7%,-13,-2%,-10%
Oc1ccccc1N1CCN(c2ncnc3sc(-c4ccccc4)cc23)CC1,10%,-25%[11.4 µM],-29%,-1%,?,7%,-3,-5%,-1%
CC(=O)c1c(N2CCN(C)CC2)nc(=S)n(-c2cc(C)ccc2C)c1C,-14%,-18%,3%,-5%,-7%,-11%,-2,-1%,-7%

# Only part of the results is shown. The share of hits here may be higher or lower than overall.
